# From PubChem
# SR-BI HDL uptake: inhibitors of mouse SR-BI mediated HDL lipid uptake; Q61009; ldlA[mSR-BI] CHO cells, DiI-HDL uptake fluorescence, 3 h; inhibition, % at 12.5 µM; actives 0.96% (n = 320,000);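 active means mean replicate inhibition of at least 70% and a set share of replicates each scoring 70 or more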;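 further: 0% = median of neutral control wells and 100% = median of positive control wells; values of inactives mirror those of a sister screen read the other way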
# Target sequence (Q61009 whole entry, looked up): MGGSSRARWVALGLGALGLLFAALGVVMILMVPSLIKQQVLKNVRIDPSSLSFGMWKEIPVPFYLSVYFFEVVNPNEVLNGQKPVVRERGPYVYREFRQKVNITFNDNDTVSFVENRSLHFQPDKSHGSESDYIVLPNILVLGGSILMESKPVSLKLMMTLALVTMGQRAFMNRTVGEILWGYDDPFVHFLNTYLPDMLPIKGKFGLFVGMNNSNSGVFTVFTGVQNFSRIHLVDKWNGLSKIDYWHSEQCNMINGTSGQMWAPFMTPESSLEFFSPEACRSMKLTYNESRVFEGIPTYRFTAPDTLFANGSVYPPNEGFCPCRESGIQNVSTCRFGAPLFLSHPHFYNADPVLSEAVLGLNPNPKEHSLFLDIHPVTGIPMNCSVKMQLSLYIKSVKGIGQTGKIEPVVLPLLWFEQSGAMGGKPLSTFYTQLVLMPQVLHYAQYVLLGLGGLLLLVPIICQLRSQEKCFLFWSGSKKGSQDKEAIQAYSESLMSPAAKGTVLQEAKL
# MITF TRPM1 HTS: increases MITF-driven TRPM1 promoter luciferase signal; actives 0.75% (n = 300,000); activation, % at 12.5 µM; SK-MEL-5 TRPM1-promoter luciferase, 24 h; % of positive control, neutral wells = 0;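 active means mean activation of at least 80% with every replicate also reaching 80%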;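 further: 0% = neutral control wells and 100% = parthenolide positive control wells; values of inactives mirror those of a sister screen read the other way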
# phage Ecoli inh: E. coli growth loss with phage present; growth absorbance; inhibition, % at 11.9 µM; actives 0.26% (n = 360,000); in the data active means inhibition above about 11%
# AddAB inh: less growth of phage-infected E. coli with AddAB. E. coli expressing H. pylori AddAB, absorbance growth. inhibition, % at 11.9 µM. actives 0.29% (n = 330,000); in the data active means inhibition above about 12%;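 further: 0% = vehicle wells of infected cells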
# SR-BI DiI-HDL act: SR-BI HDL lipid transfer activation. CHO ldlA[mSR-BI] cells, DiI-HDL uptake fluorescence, 3 h; 100 = double the neutral-control signal. activation, % at 12.5 µM. AID 504775. actives 0.096% (n = 320,000);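 active means mean replicate activation of at least 60% and every replicate at or above 60%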;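 further: 0% = median plate neutral-control signal and 100% = twice that signal; values of inactives mirror those of a sister screen read the other way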
#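 material = CHO ldlA[mSR-BI] cells | medium = Ham's F12 with 0.5% BSA, HEPES 25 mM, pH 7.4 | reagent = fluorescent DiI-HDL, 10 µg/mL final | compound dosing = single-point compound dose | incubation = 3 h, 37 °C | measured by = bottom-read fluorescence, 550/595 nm | measure = HDL uptake via cellular fluorescence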
# Wnt act: Wnt/beta-catenin pathway activation | Wnt/beta-catenin reporter cell assay, activator, plate reader | actives 1.2% (n = 300,000) | AID 743398 | activation, % at 9.35 µM; in the data active means activation above about 30%, passing the limit was not always enough;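 further: 0% = neutral control wells and 100% = positive control wells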
# Ecoli viability: counter-screen for AddAB inhibitors: E. coli growth inhibition; E. coli V3065 growth, OD600 absorbance, 18 h; actives 0.27% (n = 330,000); inhibition, % at 11.9 µM; AID 449728;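 active means inhibition above the campaign's mean inhibition across all tested compounds plus 3 SD, cut at about 9.9% in these data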;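 further: uninfected addAB+ strain grown without phage in ampicillin broth; 0% = DMSO wells and 100% = ciprofloxacin 0.95 µg/ml wells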
# Tat transport: E. coli Tat transport inhibition; E. coli MC4100 TorA-mCherry Tat export, fluorescence; inhibition, % at 10 µM; actives 0.036% (n = 340,000);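 active means mean replicate inhibition at least 50% and at least half of replicates individually reaching 50%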;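 further: exported cargo escapes ClpAP degradation while cytoplasmic cargo is degraded and loses fluorescence; 0% = median of neutral control wells and 100% = median of NaSCN control wells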
# CAL PDZ FP-1: human CAL PDZ-peptide interaction inhibition; actives 0.02% (n = 330,000); AID 504414; Q9HD26; purified CAL PDZ, TMR-peptide fluorescence polarization, 1 h; inhibition, % at 20 µM;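 active means highest replicate inhibition of at least 40%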;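 further: plate controls were DMSO neutral control wells for no effect and unlabeled competitor peptide control wells for full effect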
#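 System: purified tagged CAL PDZ domain construct (CerCALP). Schedule: 1 h incubation at room temperature before polarization reading. Medium: 25 mM sodium phosphate pH 7.4, 150 mM NaCl, TCEP, IgG, Thesit. Read-out: percent inhibition from loss of millipolarization. Measured by: FP readout, S and P plane fluorescence. Probe or stimulus: fluorescent TMR peptide probe.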
# CAL PDZ FP-2: blocks peptide binding to the human CAL PDZ domain | Q9HD26 | inhibition, % at 24.9 µM | AID 602252 | purified CAL PDZ, TMR-peptide fluorescence polarization, 1 h | actives 0.92% (n = 300,000);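 active means mean inhibition of at least 30% with at least half of replicates also reaching 30%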;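 further: 0% = DMSO neutral control and 100% = excess unlabeled competitor peptide PRC23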
# An asterisk follows results filed as active; · = not tested or not shown.
[1] COc1ccc(CN(CC2CCCO2)C(=O)CN2C(=O)COc3ccccc32)cc1OC (stereo not drawn)
[2] O=C(COC(=O)c1cc(=O)[nH]c2ccccc12)NC(=O)c1ccccc1
[3] CC1CCCN(C(=O)Cn2nnc(-c3ccc(F)cc3)n2)C1 (stereo not drawn)
[4] O=C(Cn1nnc(-c2ccccc2Cl)n1)N1CCCCC1
[5] O=C1C2C3C=CC(C3)C2C(=O)N1c1ccc(N2CCN(c3ccccn3)CC2)c([N+](=O)[O-])c1 (stereo not drawn)
[6] CCn1c2ccccc2c2cc(NC(=O)c3ccc(Br)o3)ccc21
[7] Cc1ccc(C(=O)Nc2ccc(CN3CCS(=O)(=O)CC3)cc2)cc1C
[8] O=C1CCCN1CCC1CCCCN1Cc1nc(COc2ccccc2)no1 (stereo not drawn)

Screen / compound no.	1	2	3	4	5	6	7	8
SR-BI HDL uptake	-21	-14	·	20	·	30	28	·
MITF TRPM1 HTS	12	3	8	·	-11	-1	·	8
phage Ecoli inh	1.8	2.4	-0.5	0.3	0.5	0.8	1.0	3.2
AddAB inh	3.0	1.6	3.1	0.5	1.4	2.4	1.9	1.0
SR-BI DiI-HDL act	21	14	·	-20	·	-30	-28	·
Wnt act	-2	3	0	5	-5	-6	5	1
Ecoli viability	-0.3	0.8	-0.2	-0.6	-0.1	-1.3	0.9	2.6
Tat transport	-2	-6	3	2	5	-11	-1	3
CAL PDZ FP-1	0.0	-2.2	-0.7	18	-1.1	-0.1	-0.3	0.2
CAL PDZ FP-2	-3	2	·	-7	-8	22	7	-6

[9] O=C(COC(=O)c1ccc2ccccc2c1)Nc1ncc(C(F)(F)F)cc1Cl
[10] CSc1ccc(C2C(C#N)=C(N)Oc3c2ccc(=O)c2c(C)oc(C)c32)cc1 (stereo not drawn)
[11] O=C(/C=C/c1cn(CC(O)CN2CCCCC2)c2ccccc12)c1cccs1 (stereo not drawn)
[12] COC(=O)c1sccc1NC(=S)Nc1ccccc1
[13] CCn1nnc(NC(=O)c2cc(Cl)c(OC)c(Cl)c2)n1
[14] CCN(CC)CCOC(=O)/C=C/c1ccccc1
[15] O=C(c1cccc([N+](=O)[O-])c1)N1CCN(Cc2ccccc2)CC1
[16] Cc1ccc(NC(=O)/C(=C/C=C/c2ccccc2)NC(=O)c2ccccc2)cc1

Screen / compound no.	9	10	11	12	13	14	15	16
SR-BI HDL uptake	14	18	-1	-17	-1	-37	-6	22
MITF TRPM1 HTS	-8	0	12	-1	·	10	-11	33
phage Ecoli inh	3.0	2.4	0.8	3.1	6.0	0.8	1.4	0.4
AddAB inh	3.6	3.3	-1.0	-1.5	3.3	4.4	-0.3	3.2
SR-BI DiI-HDL act	-14	-18	1	17	1	37	6	-22
Wnt act	·	-2	5	8	·	1	-1	-1
Ecoli viability	-0.5	-1.8	-2.6	-0.3	3.8	3.1	0.6	1.3
Tat transport	-10	6	-5	10	7	-3	15	-2
CAL PDZ FP-1	-0.2	-0.7	1.0	0.1	-0.3	-0.7	0.3	-4.1
CAL PDZ FP-2	1	-4	-1	-1	-3	0	-8	-3

[17] O=S(=O)(NCc1ccccc1)c1ccc2c(c1)OCCO2
[18] Cc1nc(CC(=O)Nc2nccs2)cs1
[19] O=C(CC1C(=O)NCCN1Cc1cccc(C(F)(F)F)c1)NCCCOc1cccnc1 (stereo not drawn)
[20] CCC(=O)Nc1nnc(Cc2ccccc2)s1
[21] Cc1nn2c(NCCOCCO)c3c(nc2c1-c1ccccc1)CCCC3
[22] CCOc1cc(/C=C(\C#N)C(=O)Nc2cccc(C(=O)O)c2)ccc1OCc1ccc(Br)cc1
[23] COc1ccc(NC(=O)CN(C)C(=O)CNC(=O)c2ccc3ccccc3c2)cc1
[24] CCOC(=O)/C(C#N)=C/c1ccc(SC)cc1

Screen / compound no.	17	18	19	20	21	22	23	24
SR-BI HDL uptake	-12	-3	-17	-18	15	-4	56	-34
MITF TRPM1 HTS	1	5	7	1	-7	25	58	4
phage Ecoli inh	3.6	0.8	-0.2	1.7	·	0.8	0.4	2.2
AddAB inh	0.0	-2.1	2.4	2.0	2.5	1.7	·	-0.5
SR-BI DiI-HDL act	12	3	17	18	-15	4	-56	34
Wnt act	0	4	2	-1	·	4	6	-1
Ecoli viability	0.2	-1.6	-0.6	-2.4	0.3	-0.8	·	-3.7
Tat transport	-3	0	5	-2	3	7	14	-2
CAL PDZ FP-1	-0.1	-2.4	-1.0	·	0.9	-3.5	-2.8	-4.0
CAL PDZ FP-2	-1	-5	-7	-1	·	-3	-3	-3

# Whole records, looked up by structure:
# Listed for CCOc1cc(/C=C(\C#N)C(=O)Nc2cccc(C(=O)O)c2)ccc1OCc1ccc(Br)cc1 = SR-BI HDL uptake = -4; MITF TRPM1 HTS = 25; phage Ecoli inh = 0.8; AddAB inh = 1.7; SR-BI DiI-HDL act = 4; Wnt act = 4; Ecoli viability = -0.8; Tat transport = 7; CAL PDZ FP-1 = -3.5; CAL PDZ FP-2 = -3
# Listed for CCOC(=O)/C(C#N)=C/c1ccc(SC)cc1 = SR-BI HDL uptake = -34; MITF TRPM1 HTS = 4; phage Ecoli inh = 2.2; AddAB inh = -0.5; SR-BI DiI-HDL act = 34; Wnt act = -1; Ecoli viability = -3.7; Tat transport = -2; CAL PDZ FP-1 = -4.0; CAL PDZ FP-2 = -3
# Listed for Cc1nc(CC(=O)Nc2nccs2)cs1 = SR-BI HDL uptake = -3; MITF TRPM1 HTS = 5; phage Ecoli inh = 0.8; AddAB inh = -2.1; SR-BI DiI-HDL act = 3; Wnt act = 4; Ecoli viability = -1.6; Tat transport = 0; CAL PDZ FP-1 = -2.4; CAL PDZ FP-2 = -5

# New compounds follow
[25] COc1ccc(NC(=O)c2cnc3sccn3c2=O)cc1
[26] O=[N+]([O-])c1cccc(-c2cn3ccccc3n2)c1
[27] Cc1cc(C(=O)N/N=C/c2ccc3c(c2)OCO3)c(C)n1-c1ccc(F)cc1
[28] CNC(=S)Nc1ccccc1-c1ccccc1
[29] O=C(COc1ccc(-c2ccccc2)cc1)NNC(=O)Nc1ccccc1
[30] CCN(CC(=O)NCc1cccs1)C(=O)COc1ccc(C(C)=O)cc1
[31] O=C(NC1CC2CCCC(C1)N2C(=O)Nc1ccccc1Cl)C1CC1 (stereo not drawn)
[32] O=S1(=O)CCOCCCN1Cc1ccc(Cl)cc1

Screen / compound no.	25	26	27	28	29	30	31	32
SR-BI HDL uptake	-11	18	51	-7	21	-9	-5	-8
MITF TRPM1 HTS	19	46	-1	1	7	1	-2	2
phage Ecoli inh	2.2	1.8	2.9	2.5	-1.9	1.1	0.5	3.8
AddAB inh	1.9	2.2	2.8	2.9	1.4	0.0	2.8	2.8
SR-BI DiI-HDL act	11	-18	-51	7	-21	9	5	8
Wnt act	42*	67*	-1	·	-1	5	-2	-1
Ecoli viability	-0.9	-5.3	2.5	1.7	0.7	-1.6	0.2	2.0
Tat transport	-4	-2	-5	9	9	-2	0	1
CAL PDZ FP-1	-0.4	0.0	-3.3	0.8	-0.7	-0.2	-2.3	-0.2
CAL PDZ FP-2	-6	-7	1	-1	-5	-5	-1	-3

# Individual results from the results shown.
# entry 31 in Tat transport reads 0
# entry 30 in Ecoli viability reads -1.6

# (next part)
[33] CCOc1ccc(C(=O)Nc2nnc(S(=O)(=O)Nc3ccccc3C)s2)cc1
[34] O=C(CSc1ncn[nH]1)Nc1ccc2c(c1)OCCO2
[35] Cc1ccccc1NC(=O)c1ccc(F)c(S(=O)(=O)N2CCCCC2)c1
[36] CCOC(=O)C1=CSC2=NS(=O)(=O)CCN12
[37] Brc1ccc(-c2nc(-c3ccccn3)no2)o1
[38] O=C(COc1ccccc1F)Nc1nc(-c2ccccn2)cs1
[39] COc1ccc(OC)c(NC(=O)CSc2nncc3ccc(OC)c(OC)c23)c1
[40] O=S(=O)(c1ccccc1F)N1CCC(Oc2ccc(-n3cnnn3)cc2)CC1

Screen / compound no.	33	34	35	36	37	38	39	40
SR-BI HDL uptake	-11	-7	16	-13	-11	-2	18	·
MITF TRPM1 HTS	-10	6	2	0	-39	0	·	-2
phage Ecoli inh	1.9	1.9	2.3	0.0	1.7	-4.2	-2.5	-0.3
AddAB inh	-0.2	2.3	-1.9	2.4	2.4	-4.9	-0.1	3.9
SR-BI DiI-HDL act	11	7	-16	13	11	2	-18	·
Wnt act	0	19	2	-3	·	9	-1	0
Ecoli viability	0.0	1.4	0.8	-0.4	3.0	-7.3	-1.6	0.2
Tat transport	-4	10	-3	-8	-3	0	-5	4
CAL PDZ FP-1	-0.9	1.0	-0.6	-0.6	-2.4	-1.5	-0.5	-2.1
CAL PDZ FP-2	·	-5	·	-1	-6	-8	-2	-1

[41] COc1cccc(CNCCc2c[nH]c3ccccc23)c1OCc1ccccc1
[42] CCN(CC(=O)Nc1c(F)cccc1F)C(=O)C1CC(=O)N(c2ccc3c(c2)OCCO3)C1 (stereo not drawn)
[43] O=C(CCc1nnc(-c2ccc3c(c2)OCO3)o1)N1CCC(c2ccc(F)cc2)C1 (stereo not drawn)
[44] CCCCc1ccc(NC(=O)CC(C)C)cc1
[45] CCc1noc(C)c1C(=O)OC(C)C(=O)c1c(C)[nH]c2ccccc12 (stereo not drawn)
[46] NC(=O)C1CCN(C(=O)c2cc(-c3ccc(Cl)s3)nc3ccccc23)CC1
[47] Cc1cc(Cl)ccc1OCCCC(=O)NCC1CCCO1 (stereo not drawn)
[48] COCCn1c(C)cc(C(=O)CSc2nc(C)c(C)c(C)n2)c1C

Screen / compound no.	41	42	43	44	45	46	47	48
SR-BI HDL uptake	-9	-16	-7	2	15	13	-3	16
MITF TRPM1 HTS	-94	1	71	62	-13	6	4	-6
phage Ecoli inh	4.0	-1.2	1.8	3.0	-1.9	0.5	3.6	2.9
AddAB inh	2.8	-1.0	1.4	-0.8	-1.4	1.2	-0.9	-1.5
SR-BI DiI-HDL act	9	16	7	-2	-15	-13	3	-16
Wnt act	-6	-1	7	-10	47*	0	·	-1
Ecoli viability	0.7	0.5	2.4	0.0	2.5	1.1	-1.1	0.9
Tat transport	-1	5	7	-3	-7	-3	3	-1
CAL PDZ FP-1	-1.9	-1.9	-1.9	0.3	-0.5	-2.8	-2.3	-2.5
CAL PDZ FP-2	3	1	-2	-3	-4	-3	1	-5

[49] COc1ccc(N(C)C(=O)Nc2ccc3c(c2)nnn3C)cc1
[50] O=C(CCCN1C(=O)/C(=C/c2ccccc2)SC1=S)N1CCOCC1
[51] O=C(Nc1cccc2cccnc12)c1ccccc1Cl
[52] Oc1ccccc1C=NN1CCCCCC1

Screen / compound no.	49	50	51	52
SR-BI HDL uptake	2	·	·	6
MITF TRPM1 HTS	13	·	·	69
phage Ecoli inh	0.8	-1.4	-1.9	3.1
AddAB inh	1.9	3.6	0.9	·
SR-BI DiI-HDL act	-2	·	·	-6
Wnt act	1	-1	11	-1
Ecoli viability	-3.4	-1.8	-1.1	·
Tat transport	4	-8	·	-1
CAL PDZ FP-1	-3.5	-0.9	·	-0.4
CAL PDZ FP-2	0	-2	·	·

# Compounds were not picked by outcome; about 3.6% have a hit in one of these screens.
